Screening data (PubChem BioAssay)
PGC1a acetyl inh: modulators of PGC1a acetylation. U2OS PGC1a acetylation, AlphaScreen anti-acetyl-lysine; with virally co-expressed GCN5 acetyltransferase. actives 0.17% (n = 350,000). inhibition, % at 15.6 µM;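 active = every replicate shows inhibition of at least 40%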;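 note: 0% = neutral control wells and 100% = positive control wells; some results beyond the cut were filed as inactive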
ERAP1 inh: ERAP1 (human) enzyme inhibition; Q9NZ08; recombinant ERAP1, Leu-AMC fluorescence, 60 min; inhibition, % at 10.7 µM; actives 0.15% (n = 340,000); AID 652197;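 active = mean replicate inhibition of at least 30%, or all replicates individually reaching that 30% level; inactive = mean below 30% and not every replicate reaching it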;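 note: 0% = neutral control wells and 100% = L-leucinethiol positive control wells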
E-selectin induc: induces E-selectin expression in human endothelial cells; P16581; HUVEC E-selectin immunofluorescence imaging; normalized: neutral wells 0, TNF-alpha wells 100; activation, % at 7.58 µM; actives 0.37% (n = 260,000);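 active = mean E-selectin-positive cell signal at least 10% of the positive control, reached in at least 60% of replicates, without over 20% cell loss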;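 note: in these data hits start at about 27%; measured in HUVEC primary endothelial cells; signal is the percent of cells scored E-selectin positive by PE staining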
Target sequence (P16581 whole entry, looked up): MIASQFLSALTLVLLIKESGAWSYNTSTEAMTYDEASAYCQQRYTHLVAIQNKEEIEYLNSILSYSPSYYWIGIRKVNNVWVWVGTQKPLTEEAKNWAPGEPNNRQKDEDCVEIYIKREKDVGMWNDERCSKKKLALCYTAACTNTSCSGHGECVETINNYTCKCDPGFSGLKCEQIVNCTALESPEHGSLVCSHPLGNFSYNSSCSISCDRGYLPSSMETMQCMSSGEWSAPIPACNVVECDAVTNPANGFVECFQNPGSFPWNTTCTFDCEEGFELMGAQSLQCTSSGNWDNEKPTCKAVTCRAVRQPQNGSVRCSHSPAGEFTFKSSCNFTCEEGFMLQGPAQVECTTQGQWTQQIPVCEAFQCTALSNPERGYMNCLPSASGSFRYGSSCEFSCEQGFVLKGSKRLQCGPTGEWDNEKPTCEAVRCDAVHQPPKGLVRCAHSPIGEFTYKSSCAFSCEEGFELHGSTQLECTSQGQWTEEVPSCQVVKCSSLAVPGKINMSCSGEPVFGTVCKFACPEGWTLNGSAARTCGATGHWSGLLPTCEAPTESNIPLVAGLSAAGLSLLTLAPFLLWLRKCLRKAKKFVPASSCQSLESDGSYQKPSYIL
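Read-out: % PE-positive cells | Test system: HUVEC | Doses: One compound dose added by pin transfer | Buffer or medium: EGM-2 over gelatin coat | Signal: Immunofluorescence imaging | Benchmarks: TNF-alpha, DMSO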
miR-122 sensor: miR-122 inhibition in Huh7 cells. Huh7 miR-122 Renilla luciferase sensor, 48 h; neutral wells = 0, positive control = 100. activation (reporter increase), % at 12.5 µM. actives 0.3% (n = 340,000). AID 602342;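 active = mean replicate activation score at least 90 and every replicate individually at or above 90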;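 note: higher luciferase means less miR-122 activity so hits act as miR-122 inhibitors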
RAD54 inh: inhibitors of human RAD54 branch migration. Q92698. RAD54 Holliday junction branch migration, FAM/BHQ fluorescence. inhibition, % at 10.4 µM. actives 0.14% (n = 360,000). AID 602329;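 active = mean normalized replicate activity at least 40 and at least half of replicates scoring 40 or more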;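 note: 0% = median of neutral control wells and 100% = median of positive control wells; inhibitors cause a drop in the FAM fluorescence signal; in these data hits start at about 50%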
RAD52 anneal inh: inhibitors of human RAD52 DNA annealing; P43351; recombinant RAD52 DNA annealing, FRET fluorescence; inhibition, % at 18.7 µM; actives 0.46% (n = 360,000);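 active = every replicate showing at least 50% inhibition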
Target sequence (P43351 whole entry, looked up): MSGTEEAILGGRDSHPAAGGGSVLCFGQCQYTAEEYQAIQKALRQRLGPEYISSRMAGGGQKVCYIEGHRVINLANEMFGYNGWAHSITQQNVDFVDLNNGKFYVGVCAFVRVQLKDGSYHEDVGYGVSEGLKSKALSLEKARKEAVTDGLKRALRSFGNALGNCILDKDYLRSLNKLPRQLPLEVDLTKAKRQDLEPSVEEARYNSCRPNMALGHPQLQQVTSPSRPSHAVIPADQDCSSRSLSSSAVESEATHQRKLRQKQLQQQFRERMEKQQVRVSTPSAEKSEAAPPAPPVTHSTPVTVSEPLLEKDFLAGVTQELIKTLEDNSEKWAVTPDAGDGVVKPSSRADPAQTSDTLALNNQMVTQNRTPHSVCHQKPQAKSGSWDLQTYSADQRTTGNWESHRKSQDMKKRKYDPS
Cneo AK release: Cryptococcus neoformans lysis via adenylate kinase release | C. neoformans lysis, adenylate kinase release luminescence, 4 h; normalised: neutral wells 0, clomiphene wells 100 | lysis activity, % at 15 µM | actives 0.2% (n = 360,000) | AID 651654;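 active = mean lysis activity across replicates of at least 80%, whatever share of replicates individually reach that level; inactive = mean lysis activity below 80%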
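Assay system: C. neoformans cells. Amount: yeast cell density of 5 × 10^6 cells/mL. Technique: AK luminescence. Buffer or medium: YPD. Times: static 4 h at 37 °C with compound, 1 h detection. Dosing: single-point compound dose. Read-out: lysis from increased AK signal.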
PglD DTNB: inhibitors of Campylobacter jejuni PglD acetyltransferase; purified PglD enzyme, DTNB colorimetric CoA detection; inhibition, % at 12.5 µM; actives 0.098% (n = 360,000); AID 602405; in the data active = inhibition above about 16%, passing the limit was not always enough; note: strong numbers were not always called active
An asterisk follows results filed as active; & = joins results of further samples; [ ] = another dose, or the depositor's remark.

Results for C[C@@H]1CCCCO[C@H](CN(C)C(=O)Nc2ccc3c(c2)OCO3)[C@@H](C)CN([C@H](C)CO)C(=O)c2cc(NS(=O)(=O)c3ccc(F)cc3)ccc2O1 ?
PGC1a acetyl inh: -6&-4; ERAP1 inh: 0; E-selectin induc: 0.0; miR-122 sensor: 5; RAD54 inh: 6&-4; RAD52 anneal inh: -34; Cneo AK release: -1&-1; PglD DTNB: -3&2

How did COCC#Cc1ccc2c(c1)O[C@@H](CN(C)Cc1ccc(F)cc1)[C@H](C)CN([C@@H](C)CO)S2(=O)=O do in these assays?
PGC1a acetyl inh: -15; ERAP1 inh: -1; E-selectin induc: 0.2; miR-122 sensor: -2[16.7 µM]; RAD54 inh: -3; RAD52 anneal inh: -13; Cneo AK release: -1; PglD DTNB: 2

Results for COc1cc(CCC(=O)Nc2ccc(C)c(S(=O)(=O)N3CCCCCC3)c2)cc(OC)c1OC ?
ERAP1 inh: -2; E-selectin induc: -0.5; RAD54 inh: 3; RAD52 anneal inh: 2; Cneo AK release: 2; PglD DTNB: 1

Results for COc1ccccc1NC(=O)CSc1nnc(-c2ccco2)n1Cc1ccco1 ?
miR-122 sensor: -11; RAD54 inh: 7; Cneo AK release: -3; PglD DTNB: 4

Results for COc1ccc(CNC(=O)C2(C)Cc3c(-c4ccc5c(c4)OCO5)ccnc3O2)cc1OC (stereo not given) ?
PGC1a acetyl inh: -13; ERAP1 inh: -1; E-selectin induc: -0.1; miR-122 sensor: -7; RAD54 inh: -6; RAD52 anneal inh: -15; Cneo AK release: 3; PglD DTNB: 5

Results for O=C(NCC1CCCO1)C1CCCN1C(=O)Nc1ccccc1[N+](=O)[O-] (stereo not given) ?
ERAP1 inh: 1; RAD54 inh: 1; RAD52 anneal inh: -9; Cneo AK release: -1; PglD DTNB: -3

How did C[C@H]1CN([C@@H](C)CO)C(=O)c2cccc(NC(=O)C3CCCCC3)c2O[C@@H]1CN(C)Cc1ccccc1 do in these assays?
ERAP1 inh: -1; E-selectin induc: -0.5; miR-122 sensor: 34[16.7 µM]; RAD54 inh: -12; RAD52 anneal inh: 11; Cneo AK release: -1; PglD DTNB: 2

What do the screens show for `COc1ccc(C(=O)CN(C(=O)c2ccc(Cl)cc2)N2C(=O)C3CCCCC3C2=O)cc1` (stereo not given)?
miR-122 sensor: -6; RAD54 inh: -11; Cneo AK release: 0; PglD DTNB: 4

Results for Cc1cc(=O)[nH]c(-c2ccc(C(F)(F)F)cc2)n1 ?
PGC1a acetyl inh: -8; E-selectin induc: 0.0; RAD54 inh: 2; RAD52 anneal inh: -8; Cneo AK release: 2; PglD DTNB: 0

What do the screens show for `Cc1cccc(OCC(=O)NCCNC(=O)c2cnccn2)c1`?
ERAP1 inh: 2; E-selectin induc: -0.1; RAD54 inh: -4; RAD52 anneal inh: 0; Cneo AK release: -1; PglD DTNB: -2

What do the screens show for `Cc1ccc(-c2ccc(CN3C(C)C(=O)N(Cc4cn(Cc5ccco5)nn4)CCS3(=O)=O)cc2)cc1` (stereo not given)?
PGC1a acetyl inh: 14; ERAP1 inh: -4; E-selectin induc: 0.0; miR-122 sensor: -15; RAD54 inh: 5; RAD52 anneal inh: 4; Cneo AK release: 0; PglD DTNB: -1

Results for CO[C@H]1CN(C)C(=O)c2cc(NS(=O)(=O)c3ccccc3)ccc2OC[C@H](C)N(Cc2nccs2)C[C@@H]1C ?
PGC1a acetyl inh: -2; ERAP1 inh: -2; E-selectin induc: -0.3; RAD54 inh: -1; RAD52 anneal inh: 3; Cneo AK release: -2; PglD DTNB: -2

What do the screens show for `CCOc1cc2ccccc2cc1C(=O)Nc1ccccn1`?
PGC1a acetyl inh: 10; ERAP1 inh: 1; miR-122 sensor: 7; RAD54 inh: 0; RAD52 anneal inh: -8; Cneo AK release: -2; PglD DTNB: -2

Results for CCn1c(SCc2ccc(C)cc2)nnc1-c1nn(-c2ccccc2)ccc1=O ?
PGC1a acetyl inh: -9; miR-122 sensor: 6; RAD54 inh: -2; Cneo AK release: -1; PglD DTNB: 1

Results for COCC(=O)Nc1ccc2c(c1)[C@@H]1C[C@H](CC(=O)OC)O[C@H](CO)[C@@H]1O2 ?
PGC1a acetyl inh: 0; ERAP1 inh: -1; E-selectin induc: 3.6&-0.5; miR-122 sensor: -6; RAD54 inh: -6; RAD52 anneal inh: -15&10; Cneo AK release: 2; PglD DTNB: -4

How did O=S(=O)(NC1CCCCC1Oc1ccccc1)c1ccccc1 (stereo not given) do in these assays?
PGC1a acetyl inh: -5; ERAP1 inh: 16; E-selectin induc: 2.2; RAD52 anneal inh: -1

What do the screens show for `CCn1c(NC(=O)c2ccco2)c(-c2ccccc2Cl)c(=O)c2ccccc21`?
PGC1a acetyl inh: -2; miR-122 sensor: 0; RAD54 inh: 0; Cneo AK release: 3; PglD DTNB: -2

How did CC12CCC(C(=O)O)(c3nc4cc([N+](=O)[O-])ccc4nc31)C2(C)C (stereo not given) do in these assays?
PGC1a acetyl inh: 11; ERAP1 inh: -3; RAD54 inh: 4; RAD52 anneal inh: -7; Cneo AK release: -2; PglD DTNB: 8

Results for C[C@@H]1C=C[C@](Cc2ccccc2)(C(=O)NCCc2c[nH]c3ccccc23)N1C(=O)c1ccccc1 ?
ERAP1 inh: 2; miR-122 sensor: -5; RAD54 inh: -1; RAD52 anneal inh: 12; Cneo AK release: 3; PglD DTNB: -1

How did CNC(=S)N/N=C/c1ccc(-c2ccc(C(=O)O)cc2)o1 do in these assays?
PGC1a acetyl inh: 1; ERAP1 inh: 2; E-selectin induc: 4.7; miR-122 sensor: -2; RAD54 inh: -15; RAD52 anneal inh: -23; Cneo AK release: 3; PglD DTNB: 3

Results for C[C@@H]1CN([C@@H](C)CO)C(=O)c2cc(Br)cnc2O[C@H]1CN(C)C(=O)c1ccncc1 ?
PGC1a acetyl inh: 2; ERAP1 inh: 11&-1; E-selectin induc: 0.1&-2.9; miR-122 sensor: 5; RAD54 inh: -7&0; RAD52 anneal inh: -18&-2; Cneo AK release: -1&3; PglD DTNB: 1&0

Results for CC1CCCCN1S(=O)(=O)c1ccc2c(c1)C(C)(C)C(=O)N2C (stereo not given) ?
PGC1a acetyl inh: -2; E-selectin induc: -0.1; miR-122 sensor: 2; RAD54 inh: 1; RAD52 anneal inh: -2; Cneo AK release: 1; PglD DTNB: 0

How did C[C@H](CO)N1C[C@H](C)[C@@H](CN(C)S(=O)(=O)c2ccc(F)cc2)Oc2c(NC(=O)c3nc4ccccc4s3)cccc2C1=O do in these assays?
PGC1a acetyl inh: -3; ERAP1 inh: -1; E-selectin induc: 0.3; miR-122 sensor: -4[16.7 µM]; RAD54 inh: 6; RAD52 anneal inh: 1; Cneo AK release: 4; PglD DTNB: -1

Results for COc1ccc(CNC(=O)c2sc(=S)n(-c3ccccc3)c2N)cc1 ?
PGC1a acetyl inh: 14; ERAP1 inh: 1; E-selectin induc: 0.5; miR-122 sensor: 2; RAD54 inh: 4; RAD52 anneal inh: -3; Cneo AK release: -1; PglD DTNB: 6

Results for O=C(CSc1ccc(Cl)cc1)NC1CCCc2ccccc21 (stereo not given) ?
ERAP1 inh: 0; E-selectin induc: -0.1; miR-122 sensor: -3; RAD54 inh: -7; RAD52 anneal inh: -8; Cneo AK release: -2; PglD DTNB: -6

Results for O=C(Nc1ccc(C(=O)N2CCCCC2)cc1)c1ccc(Br)cc1 ?
PGC1a acetyl inh: -11; miR-122 sensor: -1; RAD54 inh: 1; Cneo AK release: 12; PglD DTNB: -1

How did Cc1cccc(NC(=O)C2C(C(=O)O)C3C=CC2C32CC2)c1C (stereo not given) do in these assays?
PGC1a acetyl inh: -5; miR-122 sensor: -2; RAD54 inh: 4; Cneo AK release: 4; PglD DTNB: 5

What do the screens show for `NC(=O)/C(=C\c1ccncc1)c1cccc2ccccc12`?
ERAP1 inh: 1; E-selectin induc: 0.0; RAD54 inh: -5; RAD52 anneal inh: -12; Cneo AK release: 1; PglD DTNB: -6

Results for COc1cc(CCC(=O)OCC(=O)NCCc2ccc(S(N)(=O)=O)cc2)cc(OC)c1OC ?
ERAP1 inh: -1; RAD54 inh: 9; RAD52 anneal inh: -4; Cneo AK release: 0; PglD DTNB: -4

How did O=C(CC1C(=O)NCCN1Cc1c(F)cccc1Cl)NCCC1=CCCCC1 (stereo not given) do in these assays?
PGC1a acetyl inh: -7; E-selectin induc: 0.7; miR-122 sensor: 10; RAD54 inh: 6; RAD52 anneal inh: 1; Cneo AK release: 6; PglD DTNB: 2

What do the screens show for `C[C@H]1CN([C@@H](C)CO)C(=O)c2cc(-c3ccc(F)cc3)cnc2O[C@H]1CN(C)C(=O)Cc1ccccc1`?
PGC1a acetyl inh: -11; ERAP1 inh: 2; E-selectin induc: -0.1; miR-122 sensor: 36[16.7 µM]; RAD54 inh: -6; RAD52 anneal inh: 17; Cneo AK release: 48; PglD DTNB: 1

How did COc1ccc(S(=O)(=O)Nc2ccc3c(c2)C(=O)N([C@H](C)CO)C[C@H](C)[C@H](CN(C)C(=O)c2ccncc2)OCCCC[C@H](C)O3)cc1 do in these assays?
PGC1a acetyl inh: 9; ERAP1 inh: -1; E-selectin induc: 0.4; miR-122 sensor: 3[16.7 µM]; RAD54 inh: 2; RAD52 anneal inh: 14; Cneo AK release: -2; PglD DTNB: -6

What do the screens show for `COc1ccc(NC(=O)Nc2ccc3c(c2)CC(=O)N([C@@H](C)CO)C[C@@H](C)[C@H](CN(C)CC2CC2)O3)cc1`?
PGC1a acetyl inh: 7; ERAP1 inh: -1; E-selectin induc: -3.2; miR-122 sensor: -5[16.7 µM]; RAD54 inh: 5; RAD52 anneal inh: 22; Cneo AK release: 0; PglD DTNB: 1

What do the screens show for `CC(=O)Nc1ccc(-n2c(C)ccc2C)cc1`?
ERAP1 inh: 2; E-selectin induc: -1.1; miR-122 sensor: -3; RAD52 anneal inh: -14

Results for CCc1ccc(OCC(=O)NNC(=O)c2cnccn2)c(Br)c1 ?
PGC1a acetyl inh: 2; ERAP1 inh: -1; E-selectin induc: -0.3; miR-122 sensor: -2; RAD54 inh: -5; RAD52 anneal inh: -4; Cneo AK release: 0; PglD DTNB: -1

Results for CCN(CC)c1ccc(/C=N/Nc2nc(C)cc(=O)[nH]2)cc1 ?
PGC1a acetyl inh: 0; miR-122 sensor: -5; RAD54 inh: -7; Cneo AK release: -1; PglD DTNB: 1

How did CC=Cc1ccc2n(c1=O)C[C@@H]1[C@@H](CO)[C@H](C(=O)NCc3ccncc3)N(Cc3ccncc3)[C@H]21 (mixture of isomers) do in these assays?
ERAP1 inh: -2; E-selectin induc: 0.0; miR-122 sensor: 11[16.7 µM]; RAD54 inh: -1; RAD52 anneal inh: -103; Cneo AK release: 3; PglD DTNB: 0

Part of the list above in order of length of the SMILES, lowest first:
Results for COc1ccc(CNC(=O)c2sc(=S)n(-c3ccccc3)c2N)cc1 ?
PGC1a acetyl inh: 14; ERAP1 inh: 1; E-selectin induc: 0.5; miR-122 sensor: 2; RAD54 inh: 4; RAD52 anneal inh: -3; Cneo AK release: -1; PglD DTNB: 6

Results for C[C@@H]1CN([C@@H](C)CO)C(=O)c2cc(Br)cnc2O[C@H]1CN(C)C(=O)c1ccncc1 ?
PGC1a acetyl inh: 2; ERAP1 inh: 11&-1; E-selectin induc: 0.1&-2.9; miR-122 sensor: 5; RAD54 inh: -7&0; RAD52 anneal inh: -18&-2; Cneo AK release: -1&3; PglD DTNB: 1&0

What do the screens show for `C[C@H]1CN([C@@H](C)CO)C(=O)c2cc(-c3ccc(F)cc3)cnc2O[C@H]1CN(C)C(=O)Cc1ccccc1`?
PGC1a acetyl inh: -11; ERAP1 inh: 2; E-selectin induc: -0.1; miR-122 sensor: 36[16.7 µM]; RAD54 inh: -6; RAD52 anneal inh: 17; Cneo AK release: 48; PglD DTNB: 1
